USP1-UAF1 inh: Inhibitors of USP1/UAF1: Primary Screen. Ubiquitin carboxyl-terminal hydrolase 1 (Homo sapiens), O94782. recombinant USP1/UAF1, Ub-Rhodamine cleavage fluorescence. Potency, µM (titrated, usually from 57.1 µM), for the others: at the highest dose activity change, negative = inhibition, usual class: inhibitors. hit rate 0.23% among 390,000. AID 743255, 2014; note: potency is the fitted concentration of half-maximal effect; % is set by controls: 0 for no effect and ±100 for the full control effect; nearly all actives have a fitted effect of over 60% in size; inactives centre near -12
Target sequence (O94782 whole entry, looked up): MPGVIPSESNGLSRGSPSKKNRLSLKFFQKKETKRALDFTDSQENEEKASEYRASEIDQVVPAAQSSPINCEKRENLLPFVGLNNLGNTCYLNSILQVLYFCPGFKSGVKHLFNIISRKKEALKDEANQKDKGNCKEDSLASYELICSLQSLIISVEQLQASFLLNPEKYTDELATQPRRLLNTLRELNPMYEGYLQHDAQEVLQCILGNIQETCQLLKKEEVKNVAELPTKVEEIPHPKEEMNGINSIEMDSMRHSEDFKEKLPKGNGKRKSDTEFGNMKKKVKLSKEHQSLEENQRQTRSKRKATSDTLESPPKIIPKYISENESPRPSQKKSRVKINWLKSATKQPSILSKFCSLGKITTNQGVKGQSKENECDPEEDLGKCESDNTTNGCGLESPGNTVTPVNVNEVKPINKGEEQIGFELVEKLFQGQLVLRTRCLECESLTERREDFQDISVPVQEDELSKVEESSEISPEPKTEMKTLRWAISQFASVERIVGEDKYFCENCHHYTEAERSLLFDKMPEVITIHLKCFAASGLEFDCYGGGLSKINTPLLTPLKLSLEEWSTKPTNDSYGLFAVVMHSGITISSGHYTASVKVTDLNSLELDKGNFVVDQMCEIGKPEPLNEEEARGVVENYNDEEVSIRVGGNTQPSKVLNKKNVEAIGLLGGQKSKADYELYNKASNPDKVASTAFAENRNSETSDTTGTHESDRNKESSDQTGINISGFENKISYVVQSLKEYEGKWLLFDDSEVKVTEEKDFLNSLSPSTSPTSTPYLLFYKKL
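Step one: compound is pinned into 1nM USP1/UAF1 in HEPES pH 7.8 buffer with TCEP. Step two: 15 min room-temperature incubation. Step three: Ub-Rho (150nM final) starts cleavage, tracked by fluorescence over six one-minute reads.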
PI4K2A inh: qHTS for small molecular inhibitors of PI4K2A. Phosphatidylinositol 4-kinase type 2-alpha (Homo sapiens), Q9BTU6. purified PI4K2A, ADP-Glo luminescence, 1 h; active compounds read low. activity change, negative = inhibition, % at 76.9 µM. hit rate 0.13% among 420,000; in the data active = activity change below about -50%; inconclusive = mostly about -30% to -49%;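 note: -100% = wells without enzyme as full effect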
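Compounds are screened against recombinant PI4K2A using PI as substrate and ATP, the latter dispensed at 300 microM. Reactions run one hour at ambient temperature before ADP-Glo detection; full inhibition defined by wells lacking enzyme.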
D2 ag: HTS Assay for Allosteric Agonists of the Human D2 Dopamine Receptor: Primary Screen for Agonists | HEK293 T-REx D2 cells, calcium flux agonist mode | activation, % at 2 µM | hit rate 0.53% among 340,000 | AID 485358, 2010;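 active = activation over 3 SD above normal in the single-dose calcium agonist read, cut at about 30% in these data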; note: 0% is about no effect
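Tetracycline-induced HEK293 Trex cells with D2 receptor force-coupled to calcium signaling, plated overnight at 30 C and loaded with no-wash calcium dye. Calcium flux read kinetically for 180 s after compound addition; responses flag agonists.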
TrxR1 inh: qHTS Assay for Inhibitors of Mammalian Selenoprotein Thioredoxin Reductase 1 (TrxR1): qHTS; Thioredoxin reductase 1, cytoplasmic (Rattus norvegicus), O89049; recombinant rTrxR1, NADPH fluorescence consumption, selenite substrate; Potency, µM (series often up to 114 µM), without a hit: top-dose activity change, negative = inhibition, most hits filed as inhibitors; hit rate 1% among 390,000; note: potency is the fitted concentration of half-maximal effect; % is set by controls: 0 for no effect and ±100 for the full control effect; nearly all actives have a fitted effect of over 65% in size
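Rat TrxR1 (90 nM in the dispensed reagent) was pre-reduced with 400 uM NADPH for 5 min at room temperature, then incubated with compound for 15 min. After 400 uM selenite was added, NADPH fluorescence (Ex 340/Em 450 nm) was followed for 8 min.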
TRHR ag: qHTS for Small Molecule Agonists and Allosteric Enhancers of Human TRH Receptor: Primary Screen for Agonists; TRHR cells, calcium flux fluo-8, FDSS agonist mode; activation, % at 2 µM; hit rate 0.18% among 360,000; AID 493084, 2011; in the data active = activation above about 30%; note: 0% is about no effect
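Agonist-mode FDSS calcium read (Ex 480/Em 530, 1 s cycles) in 1536-well TRHR cells with fluo-8 dye, after 10-cycle baseline and 23 nL compound addition; TRH at EC20 (10 nM final) added afterwards for the enhancer phase.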
D2 antagonist: HTS Assay for Allosteric Antagonists of the Human D2 Dopamine Receptor: Primary Screen for Antagonists | AID 485344, 2010 | hit rate 2% among 340,000 | HEK293 TREx D2 cells, calcium flux, dopamine EC80 | inhibition, % at 10 µM | D(2) dopamine receptor (Homo sapiens), P14416; in the data active = inhibition above about 30%; note: 0% is about no effect
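Compounds are added to dye-loaded, induced HEK293 T-REx cells coupled to calcium release via D2; after a 3 min kinetic read an EC80 dopamine stimulus is given and fluorescence is recorded for 3 more min.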
TRHR PAM: qHTS for Small Molecule Agonists and Allosteric Enhancers of Human TRH Receptor: Primary Screen for Enhancers; hit rate 0.66% among 360,000; TRHR cells, fluo-8 calcium fluorescence, EC20 TRH enhancement; enhancement, % at 2 µM; AID 493056, 2011; Thyrotropin-releasing hormone receptor (Homo sapiens), P34981; in the data active = enhancement above about 30%; note: 0% is about no effect
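TRHR-expressing cells loaded with fluo-8 calcium dye were read kinetically (ex 480/em 530) during compound addition, then stimulated with an EC20 of TRH (10 nM final). Enhancement of the Gq-mediated intracellular calcium response was scored.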
TrxR1 substrate: qHTS Assay for Substrates of Mammalian Selenoprotein Thioredoxin Reductase 1 (TrxR1): qHTS; Thioredoxin reductase 1, cytoplasmic (Rattus norvegicus), O89049; purified TrxR1 substrate turnover, NADPH consumption readout; Potency, µM (series often up to 114 µM), inactives show at the highest dose activity change, negative = substrate turnover; hit rate 0.01% among 390,000; AID 588456, 2011; note: potency is the fitted concentration of half-maximal effect; % is set by controls: 0 for no effect and ±100 for the full control effect; nearly all actives have a fitted effect of over 50% in size
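Rat TrxR1, dispensed at 90 nM, was prereduced with 400 uM NADPH (final) for 5 min at ~22 deg C, then incubated with compound 15 min before 400 uM selenite. A first-read NADPH fluorescence drop versus no-compound background flagged substrates.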
mIDH1 inhibitor: qHTS for Inhibitors of mutant isocitrate dehydrogenase 1 (IDH1): qHTS; IDH1-R132H enzyme, NADPH consumption, diaphorase/resazurin fluorescence; Potency, µM (doses to about 76.6 µM), for inactives: top-dose activity change, negative = inhibition, actives largely listed as inhibitors; hit rate 0.093% among 390,000; AID 602179, 2012; note: potency is the fitted concentration of half-maximal effect; % is set by controls: 0 for no effect and ±100 for the full control effect; nearly all actives have a fitted effect of over 65% in size
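IDH1-R132H (0.5 ug/mL dispensed) in pH 7.5 Tris buffer was preincubated 30 min with compound, then given a substrate mix of 0.016 mM NADPH and 2 mM alpha-KG for 80 min at room temperature; remaining NADPH was read by diaphorase/resazurin fluorescence.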
* = called active by the depositor; u = inconclusive; x = no result given; [ ] = another dose, or the depositor's remark. Unless noted, calls come from the whole dose curve; as a rule, active = well fitted inhibition curve with a large enough effect; inconclusive = small, poorly fitted or top-dose-only effect; inactive = no such curve, though single readings can be large or run the other way.

SMILES	USP1-UAF1 inh	PI4K2A inh	D2 ag	TrxR1 inh	TRHR ag	D2 antagonist	TRHR PAM	TrxR1 substrate	mIDH1 inhibitor
CCOc1ccc(OCC)c(Nc2cc(C)nc3nc(-c4ccco4)nn23)c1	-6%	1	1.0	-7%[57.1 µM]	0.0	x	-2	0%[57.1 µM]	-8%
CC1CCc2c(sc(N)c2C(N)=O)C1 (stereo not given)	-11%	-1	0.4	6%[57.1 µM]	-0.6	-13	2	6%[57.1 µM]	5%
CC(=O)N(/C=C1\SC(=S)N(c2ccccc2)C1=O)c1ccccc1	-2%	-6	0.3	0%	0.6	-4	1	-4%	13%
COC(=O)CCC(=O)N1CN2CN(C(=O)CCC(=O)OC)CC([N+](=O)[O-])(C2)C1	-9%	9	-1.4	7%	-0.1	4	5	3%	-2%
CCC(=O)c1ccc(N2CCN(C(=O)COc3ccccc3F)CC2)c(F)c1	-11%	1	-0.1	11%	2.2	4	-3	1%	12%
CCn1nc(C(=O)OCC(=O)c2cc(C)n(Cc3cccs3)c2C)c2ccccc2c1=O	-3%	2	-1.0	-4%	0.2	12	-4	-4%	6%
CCOc1ccccc1N1CCN(S(=O)(=O)c2cc(C)ccc2OC)CC1	-9%	1	0.4	4%	1.6	10	13	-1%	1%
CC(=O)c1cccc(NC(=O)c2cccc(S(=O)(=O)N(C)C)c2)c1	-8%	7	0.5	3%[57.1 µM]	3.6	17	-1	-12%	-3%
Cc1ccc(NC(=S)NNC(=O)c2c(Cl)c(C)nn2C)cc1	-3%	4	-0.6	-14%	0.0	-4	-3	-6%	-1%
COC(=O)CSCc1nc2ccccc2[nH]c1=O	-18%	-3	5.0	23%	5.7	3	1	-5%	11%
CCn1nnc2cc(C(=O)Nc3ccc(OC)cc3)ccc21	-21%	5	0.0	-6%[57.1 µM]	0.3	x	3	-8%[57.1 µM]	-8%
CCOC(=O)c1sc(N(Cc2ccccc2)C(=O)COC(=O)c2cnccn2)nc1C	-19%	-2	-0.1	26%[57.1 µM]	0.0	3	0	7%[57.1 µM]	2%
CN(CCOC(=O)c1ccc2c(c1)OCO2)C(C)(C)C	2%	-4	-0.3	5%	1.2	7	5	-2%	2%
O=C(Nc1c(Cl)cc2c(c1Cl)Cc1cc([N+](=O)[O-])ccc1-2)C(Cl)Cl	-20%	-4	x	18%[11.4 µM]	x	x	x	-5%[57.1 µM]	4%
CC(C)CN(CC(C)C)C(=O)CN1C(=O)NC2(CCCc3ccccc32)C1=O (stereo not given)	-20%	1	-0.5	-4%[57.1 µM]	0.4	10	25	-1%[57.1 µM]	2%
O=C(Nc1ccc(Cc2ccncc2)cc1)c1cc(F)c(F)cc1Cl	-16%	2	x	7%[57.1 µM]	0.4	x	8	-7%[57.1 µM]	-5%
CC12CCC(C(=O)Nc3ccc(SC(F)F)cc3)(CC1=O)C2(C)C (stereo not given)	u	-6	-1.0	34%	-0.1	-4	3	9%	11%
O=c1[nH]c(=O)c2nc(-c3ccc(Cl)cc3)cnc2[nH]1	1%	3	0.4	57%[activator][57.1 µM]	-1.0	16	-2	163%[activator][57.1 µM]	14%
O=C(CN1C(=O)C2C3C=CC(C3)C2C1=O)NCCN1CCCc2ccccc21 (stereo not given)	-4%	-2	-1.0	-21%	0.3	-8	13	-4%	4%
O=C1CCCc2c1nc(-c1cccc(Cl)c1)n2O	-9%	-17	-1.6	23%	-0.4	-13	1	44%[activator]	2%
CCN1CCN(CCC(=O)Nc2ccc(Br)c(C)c2)CC1	-11%	-6	1.0	10%	0.6	-4	3	8%	5%
CCc1nnc(N/N=C/c2cccs2)n1N	-24%	u	2.8	0%	0.4	15	6	-17%	12%
CC(C)CC(=O)N1CCC(O)(CS(=O)(=O)Cc2ccccc2Cl)CC1	-9%	-4	0.7	-16%	1.9	-6	-7	-6%	2%
OC(CN1CCCCC1)CN1CCCCC1	-7%	1	x	-4%[57.1 µM]	0.2	x	11	4%[57.1 µM]	-2%
Brc1nc(Br)n(Cc2ccccc2)n1	-9%	5	-0.3	0%	0.0	0	-3	-5%	-5%

Given as labelled records: two of the compounds above
SMILES: CCOc1ccccc1N1CCN(S(=O)(=O)c2cc(C)ccc2OC)CC1
  USP1-UAF1 inh = -9%
  PI4K2A inh = 1
  D2 ag = 0.4
  TrxR1 inh = 4%
  TRHR ag = 1.6
  D2 antagonist = 10
  TRHR PAM = 13
  TrxR1 substrate = -1%
  mIDH1 inhibitor = 1%

SMILES: CCn1nnc2cc(C(=O)Nc3ccc(OC)cc3)ccc21
  USP1-UAF1 inh = -21%
  PI4K2A inh = 5
  D2 ag = 0.0
  TrxR1 inh = -6%[57.1 µM]
  TRHR ag = 0.3
  D2 antagonist = x
  TRHR PAM = 3
  TrxR1 substrate = -8%[57.1 µM]
  mIDH1 inhibitor = -8%

Grouped by structure: the compounds so far containing bromine (2)
SMILES	USP1-UAF1 inh	PI4K2A inh	D2 ag	TrxR1 inh	TRHR ag	D2 antagonist	TRHR PAM	TrxR1 substrate	mIDH1 inhibitor
CCN1CCN(CCC(=O)Nc2ccc(Br)c(C)c2)CC1	-11%	-6	1.0	10%	0.6	-4	3	8%	5%
Brc1nc(Br)n(Cc2ccccc2)n1	-9%	5	-0.3	0%	0.0	0	-3	-5%	-5%

The main list resumes, starting 2 compounds before the break.
SMILES	USP1-UAF1 inh	PI4K2A inh	D2 ag	TrxR1 inh	TRHR ag	D2 antagonist	TRHR PAM	TrxR1 substrate	mIDH1 inhibitor
OC(CN1CCCCC1)CN1CCCCC1	-7%	1	x	-4%[57.1 µM]	0.2	x	11	4%[57.1 µM]	-2%
Brc1nc(Br)n(Cc2ccccc2)n1	-9%	5	-0.3	0%	0.0	0	-3	-5%	-5%
COCc1cc(C)nc2sc(C(=O)N3CCCC3)c(N)c12	-8%	-17	-0.4	9%[57.1 µM]	-0.1	7	-2	7%[57.1 µM]	4%
COc1cccc(NC(=O)COc2ncnc3sc(C)c(C)c23)c1	-2%	-13	-1.5	2%	-0.4	3	0	-7%	-1%
Cc1cc(Nc2cc(Cl)ccc2C)n2nc(-c3ccccc3)nc2n1	-18%	-4	-0.1	6%	-1.9	x	1	1%	8%
Cc1cccc(C(C)C)c1-n1nnnc1-c1ccccc1	u	1	x	4%	0.0	x	6	5%	14%
COC(=O)c1cc(NC(=O)c2ccc3c(c2)N(Cc2cccc(Cl)c2)C(=O)c2ccccc2S3=O)cc(C(=O)OC)c1 (stereo not given)	-26%	0	-0.1	19%[57.1 µM]	0.6	x	0	0%[57.1 µM]	2%
CS(=O)(=O)N(CC(=O)N1CCN(Cc2ccccc2)CC1)c1cccc(Cl)c1	-17%	2	0.9	-11%	0.4	9	-3	-2%	3%
Cc1ccc2nc(NC(=O)CS(=O)(=O)Cc3ccccc3)sc2c1	-16%	3	0.0	12%	1.0	4	5	5%	8%
CC(C)c1ccc(/C=C/C(=O)n2nnc3ccccc32)cc1	-13%	61	x	-22%	0.4	x	-11	-10%	15%
CC(=O)c1c(C)[nH]c(C(=O)OCC(=O)NCC(C)C)c1C	2%	7	x	13%[57.1 µM]	1.0	x	-10	9%[57.1 µM]	8%
COc1ccc(CN(CC(=O)NCc2ccc(F)cc2)C(=O)CCC(=O)Nc2nccs2)cc1	-2%	-4	-2.6	22%	0.3	-19	-5	8%	2%
COC(=O)[C@]1(Cc2ccccc2)N[C@H](CN(C)S(=O)(=O)c2ccc(C(F)(F)F)cc2)[C@@H]2C(=O)N(Cc3ccccc3)C(=O)[C@@H]21	-27%	1	x	25%	x	x	x	-3%	-4%[38.3 µM]
Cn1cc(/C=N\O)nc2c(=O)n(-c3ccccc3)c(=O)nc1-2	-11%	-5	5.7	19%[57.1 µM]	0.3	-7	8	-24%	22%
Cc1ccc2c(c1)N=C(c1ccc(F)cc1)CO2	-19%	-1	-1.7	13%[57.1 µM]	0.0	9	24	-9%[57.1 µM]	10%
Cc1nonc1C(=O)N/N=C/c1cccc(O)c1	-4%	-21	-0.7	4%	0.2	33*	-1	-5%	1%
COc1ccccc1CN(C)C(=O)CSc1nnc(C2CC2)n1C1CC1	-19%	4	0.0	6%	2.2	4	3	2%	-2%
Cc1ccc2nc(SCC(=O)Nc3cc(C)on3)[nH]c2c1	-1%	2	0.8	16%	-0.8	-21	0	3%	0%
CCCS(=O)(=O)N1CCn2c(nc3ccccc32)C1	-9%	5	0.2	2%[57.1 µM]	0.1	1	7	0%[57.1 µM]	9%
Cc1cc(SCc2c(F)cccc2Cl)nc(=O)[nH]1	-21%	-2	-0.3	-2%	-0.1	2	4	-5%	-6%
O=C(/C=C/Nc1ccc(F)cc1)c1ccc(Br)cc1	-18%	-6	-0.2	28%	0.6	-12	-3	-1%	-2%

Fetched one by one from the entries so far:
SMILES	USP1-UAF1 inh	PI4K2A inh	D2 ag	TrxR1 inh	TRHR ag	D2 antagonist	TRHR PAM	TrxR1 substrate	mIDH1 inhibitor
Cc1cccc(C(C)C)c1-n1nnnc1-c1ccccc1	u	1	x	4%	0.0	x	6	5%	14%
Cc1nonc1C(=O)N/N=C/c1cccc(O)c1	-4%	-21	-0.7	4%	0.2	33*	-1	-5%	1%
COCc1cc(C)nc2sc(C(=O)N3CCCC3)c(N)c12	-8%	-17	-0.4	9%[57.1 µM]	-0.1	7	-2	7%[57.1 µM]	4%

Source: PubChem (National Center for Advancing Translational Sciences (NCATS))
